IMPase Li cell: cell-permeable IMPase inhibitors with lithium potentiation; AID 1457; CHO-M1 cells, IP1 TR-FRET (IP-One), carbachol + lithium; Potency, µM (doses to about 59.4 µM), inactives show at the top dose activity, negative = IMPase inhibition, hits mostly inhibitors; 210,000 tested, 0.35% active;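 further: IP1 builds up when IMPase is blocked and the TR-FRET signal falls; plate controls were basal vehicle for no effect and high inhibitor control for full effect; nearly all actives have a fitted effect of over 50% in size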
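Lithium-sensitised IP1 accumulation assay; M1-expressing CHO cells treated 30 min at 37C with compound. Competitive antibody detection by time-resolved FRET followed a 10 min room-temperature lysis step.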
HTT ATP protect: Huntington cell model cytoprotection by ATP luminescence; AID 1471; 230,000 tested, 0.14% active; Potency, µM (series often up to 56.4 µM), for the others: cytoprotection (ATP increase), actives largely listed as activators; PC12 HTT-Q103 induced, cytoprotection, ATP luminescence, 40 h;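 further: % of control where 0% means no effect; nearly all actives have a fitted effect of over 45% in size; toxic huntingtin expression switched on by the ecdysone agonist tebufenozide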
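ATP quantification (ATPlite) reports survival of PC12 cells in which tebufenozide, 100 nM final, switches on Htt exon 1 with 103 glutamines linked to GFP; compounds are titrated.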
GAA inh: blocks human lysosomal alpha-glucosidase; purified human GAA, 4-MU-alpha-glucoside fluorescence; P10253; 200,000 tested, 0.005% active; Potency, µM (titrated, usually from 76.9 µM), for inactives: at the highest dose activity change, negative = inhibition, hits mostly inhibitors;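 further: plate controls were uninhibited enzyme wells for no effect and no-enzyme background for full effect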
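Endpoint fluorogenic read: 20 min room-temperature reaction of 4 nM human alpha-glucosidase with 400 uM 4-methylumbelliferyl-alpha-D-pyranoside, pH 5.0, quenched with 1M NaOH/1M glycine pH 10. AC50 from Hill modeling.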
GAA glycogen mod: alters human alpha-glucosidase cleavage of glycogen | P10253 | recombinant GAA, glycogen substrate, Amplex Red glucose oxidase fluorescence | Potency, µM (titrated, usually from 76.4 µM), for inactives: top-dose activity change, negative = inhibition, most hits filed as inhibitors | 300,000 tested, 0.38% active;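 further: 0% = full enzyme reaction and -100% = no-enzyme basal signal; the screen sought inhibitors and activators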
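Natural-substrate format: glycogen cleavage by 4 nM human enzyme, glucose read by Amplex Red coupling (Ex 573, Em 610 nm). Normalized to enzyme and no-enzyme controls.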
GAA spleen mod: inhibitors or activators of human alpha-glucosidase in spleen homogenate; P10253; human spleen homogenate, 4-MU-alpha-glucoside fluorescence; Potency, µM (highest dose often 79.9 µM), for the others: at the highest dose activity change, negative = inhibition, hits mostly inhibitors; 240,000 tested, 0.006% active; AID 2112;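 further: 0% = enzyme with vehicle and -100% = no enzyme basal signal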
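Human spleen homogenate (1 ug) with 4-methylumbelliferyl-alpha-D-glucopyranoside (1 mM final) in 50 mM citrate/phosphate pH 5.0, 0.01% Tween-20; 40 min at 37 C. Stopped at pH 10; 4-MU fluorescence Ex 365/Em 440 nm; AC50 by Hill fit.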
HttQ103 aggreg: mutant huntingtin aggregation inhibition; 220,000 tested, 1.1% active; AID 1688; PC12 HttQ103-GFP aggregates, Acumen cytometry, 40 h; Potency, µM (titrated, usually from 46.1 µM), for inactives: top-dose activity change, negative = inhibition, most hits filed as inhibitors; further: on the % scale 0 is the no-effect control and ±100 the full control effect; nearly all actives have a fitted effect of over 60% in size
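Compounds (qHTS titration) were added to PC12 cells expressing an ecdysone-driven HTT exon 1 Q103–GFP fusion after induction with 100 nM tebufenozide. Aggregate formation was measured as GFP objects in cell lysates.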
RGS12 GoLoco inh: inhibitors of human Gai1-RGS12 GoLoco interaction (red fluorophore). P63096. Gai1:RGS12 GoLoco peptide FP, rhodamine, 10 min. Potency, µM (top dose mostly 61.6 µM), without a hit: at the top dose activity, negative = inhibition, actives largely listed as inhibitors. 230,000 tested, 0.44% active; active means well fitted inhibition curve with a large enough effect, not every such curve was filed as active; inactive means no such curve, though single readings can be large or run the other way; further: on the % scale 0 is the no-effect control and ±100 the full control effect; nearly all actives have a fitted effect of over 30% in size; many of its hits are not listed in these tables
Target sequence (P63096 whole entry, looked up): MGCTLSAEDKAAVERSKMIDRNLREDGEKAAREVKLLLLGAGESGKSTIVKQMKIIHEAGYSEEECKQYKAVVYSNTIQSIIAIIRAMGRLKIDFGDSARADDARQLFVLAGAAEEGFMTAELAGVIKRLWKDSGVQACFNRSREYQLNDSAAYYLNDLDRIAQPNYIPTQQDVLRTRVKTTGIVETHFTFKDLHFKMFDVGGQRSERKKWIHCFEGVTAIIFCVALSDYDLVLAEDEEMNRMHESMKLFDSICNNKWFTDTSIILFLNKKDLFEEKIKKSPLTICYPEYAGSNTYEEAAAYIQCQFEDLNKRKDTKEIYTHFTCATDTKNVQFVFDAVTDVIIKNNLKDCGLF
Numbers without * were called inactive; ? = inconclusive; · = not tested or not shown; & = joins results of further samples; [ ] = another dose, or the depositor's remark. Unless noted, the call rests on the fitted dose curve; in most records, active means well fitted curve in the direction sought with a large enough effect; inconclusive means small, poorly fitted or top-dose-only effect, or another doubt; inactive means no such curve, though single readings can be large; an effect the other way counts as inactive or inconclusive. Potency means the concentration at half of the fitted maximal effect. An excerpt; rates above refer to the full screens.

1: Nc1ccccc1S(=O)(=O)NC1=NCCCCC1
2: CN1C(=O)c2ccccc2N(C)C1c1ccccc1Cl (centres undefined)
3: CCOC(=O)C1=C(C)NC(=O)NC1/C=C/c1ccccc1OC (centres undefined)
4: Cc1cc(NC(=O)CSc2nnc(-c3ccc(O)cc3)o2)no1
5: CC(C)(C)C(=O)Nc1ccc(F)cc1[N+](=O)[O-]

Screen / compound no.	1	2	3	4	5
IMPase Li cell	-6%	11%	11%	·	·
HTT ATP protect	12%[10 µM]	1%[10 µM]	17%[10 µM]	-8%[10 µM]	19%[10 µM]
GAA inh	-6%	?	4%	·	·
GAA glycogen mod	-2%	-6%	-3%	3%	2%
GAA spleen mod	2%	-18%	8%	10%	4%
HttQ103 aggreg	8%	-9%[9.22 µM]	0%[9.22 µM]	-26%[9.22 µM]	11%[9.22 µM]
RGS12 GoLoco inh	-9%	17%	15%	6%	6%

6: O=C(c1cccc(S(=O)(=O)N2CCCC2)c1)N(Cc1ccco1)C1CCS(=O)(=O)C1 (centres undefined)
7: Cc1onc(-c2ccccc2)c1-c1ccc(S(N)(=O)=O)cc1
8: NC(=O)C1CCN(C(=O)c2cccc(S(=O)(=O)N3CCc4ccccc4C3)c2)CC1
9: CC(=O)Nc1ccc(N/C=C2/CCCC2=O)cc1
10: Cn1c(SCC(=O)Nc2cc([N+](=O)[O-])ccc2F)nnc1C(F)(F)F

Screen / compound no.	6	7	8	9	10
IMPase Li cell	3%	-5%	18%	·	-5%
HTT ATP protect	·	-6%	-35%[inhibitor]	12%[10 µM]	·
GAA inh	-5%	4%[15.4 µM]	-10%	·	-4%
GAA glycogen mod	9%	4%	10%	-8%	-2%
GAA spleen mod	1%	-3%&-3%	-2%	-10%	-9%
HttQ103 aggreg	19%	16%	-17%	29%[9.22 µM]	17%
RGS12 GoLoco inh	-8%	3%&10%	0%	10%	10%

An excerpt from above in order of their number in RGS12 GoLoco inh, descending.
| entry | Molecule | GAA inh | GAA spleen mod | HttQ103 aggreg | RGS12 GoLoco inh |
| --- | --- | --- | --- | --- | --- |
| 3 | CCOC(=O)C1=C(C)NC(=O)NC1/C=C/c1ccccc1OC (centres undefined) | 4% | 8% | 0%[9.22 µM] | 15% |
| 5 | CC(C)(C)C(=O)Nc1ccc(F)cc1[N+](=O)[O-] | · | 4% | 11%[9.22 µM] | 6% |
| 6 | O=C(c1cccc(S(=O)(=O)N2CCCC2)c1)N(Cc1ccco1)C1CCS(=O)(=O)C1 (centres undefined) | -5% | 1% | 19% | -8% |

(more compounds)
11: COc1ccc(-c2nc(NC(=O)c3[nH]c(C)c(C(C)=O)c3C)sc2C)cc1
12: CCOc1ccc(NC(=O)N2CCN(Cc3ccc4c(c3)OCO4)CC2)cc1
13: c1csc(Cn2c(-c3cccs3)nc3ccccc32)c1
14: COc1ccc(NC(=O)COC(=O)Cn2cnc3ccccc3c2=O)cc1OC
15: Clc1ccc(OCCn2ccnc2)c2ccccc12

Screen / compound no.	11	12	13	14	15
IMPase Li cell	7%	0%	2%[38.3 µM]	·	-10%[38.3 µM]
HTT ATP protect	-101%[inhibitor]	-6%[10 µM]	-25%	19%[10 µM]	-27%
GAA inh	-16%	·	0%	·	-3%
GAA glycogen mod	-4%	3%	-3%	0%	10%
GAA spleen mod	-2%	-1%	-4%	0%	-9%
HttQ103 aggreg	?	-3%[9.22 µM]	0%	9%[9.22 µM]	-22%
RGS12 GoLoco inh	7%	-1%	4%	7%	3%

16: S=c1nccc(-c2cc(Cl)sc2Cl)[nH]1
17: CCCCNC(=O)CN(c1cccc(F)c1)S(C)(=O)=O
18: CC(/C=N/n1c(-c2ccco2)n[nH]c1=S)=C\c1ccco1
19: NNC(=O)CN1CCN(c2ncc(C(F)(F)F)cc2Cl)CC1
20: CC(C)Oc1ccccc1OCCCOc1cccc2cccnc12

Screen / compound no.	16	17	18	19	20
IMPase Li cell	11µM*	4%	3%	-12%	-1%
HTT ATP protect	16%	-12%[1.9 µM]	-5%[10 µM]	9%[10 µM]	-24%
GAA inh	-2%	1%	-3%	-11%	-2%
GAA glycogen mod	8%	3%	-17%	-17%	-1%
GAA spleen mod	-3%	-4%	-15%	0%	0%
HttQ103 aggreg	24%	4%	-1%	-11%	-21%
RGS12 GoLoco inh	23%	-2%	5%	1%	-6%

21: COC(=O)c1cccc(Nc2ncnc3sccc23)c1
22: COc1ccc2c(c1)CCc1c(C(=O)NCc3ccco3)noc1-2
23: Nc1c(C(=O)NCCN2CCOCC2)c2nc3ccccc3nc2n1CCc1ccccc1
24: CCC(C)N1CCN(S(=O)(=O)c2ccc(NC(C)=O)cc2)CC1 (centres undefined)
25: CCN1CCN(C(=O)c2ccc3c(=O)n(CCC4=CCCCC4)c(=O)[nH]c3c2)CC1

Screen / compound no.	21	22	23	24	25
IMPase Li cell	6%	-2%[38.3 µM]	2%[38.3 µM]	9%	8%
HTT ATP protect	-54%[inhibitor]	-26%	-21%	7%[10 µM]	29%[1.9 µM]
GAA inh	8%	-12%	?	-2%	12%
GAA glycogen mod	-13%	2%	-4%	-12%	7%
GAA spleen mod	2%	-1%	25%	-5%	2%
HttQ103 aggreg	3%	-15%	?	-2%[9.22 µM]	-13%
RGS12 GoLoco inh	11%	4%	-12%	-8%	3%

26: Cc1nnc(N/N=C/c2ccccc2O)n1N
27: CCC1(N(C(C)=O)c2ccc(OC)cc2)C(=O)c2ccccc2C1=O
28: COCC(=O)Nc1c(C(=O)Nc2ccccc2OC)oc2ccccc12
29: CC(C)(C)NC(=O)/C(=C\C=C\c1ccccc1)NC(=O)c1ccc([N+](=O)[O-])cc1
30: C=CCN(c1ccc(C(=O)Nc2cccc(C)c2)cc1)S(C)(=O)=O

Screen / compound no.	26	27	28	29	30
IMPase Li cell	-1%	-12%[38.3 µM]	?	2%	7%
HTT ATP protect	-36%[inhibitor]	-8%	3%[10 µM]	-8%[10 µM]	·
GAA inh	13%	-1%	5%	-4%	-5%
GAA glycogen mod	?	2%	-1%	11%	27%
GAA spleen mod	5%	-11%	-13%	-2%	5%
HttQ103 aggreg	-3%	9%	-11%	-3%	5%
RGS12 GoLoco inh	3%	-2%	3%	8%	12%

In the list so far, 4 contain fluorine.
5: CC(C)(C)C(=O)Nc1ccc(F)cc1[N+](=O)[O-]
10: Cn1c(SCC(=O)Nc2cc([N+](=O)[O-])ccc2F)nnc1C(F)(F)F
17: CCCCNC(=O)CN(c1cccc(F)c1)S(C)(=O)=O
19: NNC(=O)CN1CCN(c2ncc(C(F)(F)F)cc2Cl)CC1

Screen / compound no.	5	10	17	19
IMPase Li cell	·	-5%	4%	-12%
HTT ATP protect	19%[10 µM]	·	-12%[1.9 µM]	9%[10 µM]
GAA inh	·	-4%	1%	-11%
GAA glycogen mod	2%	-2%	3%	-17%
GAA spleen mod	4%	-9%	-4%	0%
HttQ103 aggreg	11%[9.22 µM]	17%	4%	-11%
RGS12 GoLoco inh	6%	10%	-2%	1%

(continued)
31: CCOC(=O)C1CCCN(C(=O)c2cn(C)c(=O)c3cc(OC)c(OC)cc23)C1 (centres undefined)
32: Cn1nnc2c[n+](CC(=O)c3ccc4ccccc4c3)cc(Br)c21
33: Cn1nc(-c2ccccc2F)c2cc(C(=O)Nc3ccc4c(c3)OCCO4)sc21
34: S=C(NCc1ccncc1)Nc1cccc(Cl)c1
35: O=C(NC(=S)Nc1ccccn1)c1cncc(Br)c1

Screen / compound no.	31	32	33	34	35
IMPase Li cell	2%	·	-4%[38.3 µM]	-5%	2%
HTT ATP protect	-2%[10 µM]	7%[10 µM]	-42%[inhibitor]	32%[10 µM]	22%[10 µM]
GAA inh	-1%	·	?	3%	-1%
GAA glycogen mod	2%	0%	-20%	-6%	-29%
GAA spleen mod	3%	-3%	1%	3%	2%
HttQ103 aggreg	10%	27%[9.22 µM]	-16%	2%	5%
RGS12 GoLoco inh	8%	9%	-6%	-1%	4%

36: CCOC(=O)c1cnn(-c2nc(OC)cc(OC)n2)c1C(F)(F)F
37: CCN1C(=O)N[C@@H](CCc2ccccc2)C(C(C)=O)=C1C
38: O=C(COc1ccc(Cl)cc1)N1CCN(S(=O)(=O)c2ccc(Cl)cc2)CC1
39: O=C(NCc1ccccc1)c1ccc(-c2ccccc2F)o1
40: CSc1ncc(Cl)c(C(=O)Nc2ccccc2Cl)n1

Screen / compound no.	36	37	38	39	40
IMPase Li cell	10%	-7%	44%[activator][38.3 µM]	1%[38.3 µM]	2%
HTT ATP protect	-3%[0.074 µM]	16%[10 µM]	-2%	-14%	6%[10 µM]
GAA inh	-2%	·	-13%	-3%	-3%
GAA glycogen mod	2%	·	-4%	-8%	10%
GAA spleen mod	-10%	8%[17.4 µM]	-1%	4%	-3%
HttQ103 aggreg	-1%	·	26%	-15%	-5%
RGS12 GoLoco inh	13%	1%[14.2 µM]	3%	-5%	12%

41: COc1ccc(N2CCN(C(=O)C3CCCN(S(=O)(=O)c4c(C)noc4C)C3)CC2)cc1 (centres undefined)
42: CC(=O)Nc1ccc2nc(NS(=O)(=O)c3ccc(C)cc3)sc2c1
43: OC1(C#CCN2CCOCC2)CCCCC1
44: CCOC(=O)c1c(C)[nH]c(N=Nc2ccccc2)c1C
45: C/C(=N\Nc1ccc(Cl)c(C(=O)O)c1)c1ccccn1

Screen / compound no.	41	42	43	44	45
IMPase Li cell	·	6%	-5%	-2%[38.3 µM]	·
HTT ATP protect	-2%[10 µM]	18%[10 µM]	-13%	-13%	3%[10 µM]
GAA inh	·	·	2%	-10%	·
GAA glycogen mod	-10%	-4%	5%	-10%	?
GAA spleen mod	0%	4%	-1%	-11%	-21%
HttQ103 aggreg	23%[9.22 µM]	6%[9.22 µM]	-3%	15%[9.22 µM]	-10%[9.22 µM]
RGS12 GoLoco inh	2%	0%	10%	2%	10%

46: CCCC(C)NC(=O)c1ccc(-c2ccccc2)cc1 (centres undefined)
47: CC(=O)Nc1ccc(S(=O)(=O)NCC(=O)OCC(=O)c2cc(C)n(-c3ccc4c(c3)OCO4)c2C)cc1
48: CCOC(=O)C1=C(C)NC2=C(C(=O)c3ccccc32)C1c1cccnc1 (centres undefined)
49: Cc1cc(=O)cc(C)n1-c1ccc2c(c1)nc(C)n2-c1ccccc1
50: Oc1ccc(N=Nc2nc(-c3ccccc3)c(-c3ccccc3)[nH]2)cc1

Screen / compound no.	46	47	48	49	50
IMPase Li cell	-9%	12%	7%[38.3 µM]	1%[38.3 µM]	9%
HTT ATP protect	-71%[inhibitor]	·	-8%	-18%	14%[10 µM]
GAA inh	5%	?	-6%	-6%	-6%
GAA glycogen mod	3%	0%	-17%	6%	12%
GAA spleen mod	2%	5%	-2%	-7%	3%
HttQ103 aggreg	4%	-3%	2%	-5%	-20%
RGS12 GoLoco inh	0%	7%	18%	-15%	33%[activator]
